Screening data (PubChem)
ST2 IL33 inh = blocks human ST2 binding to IL-33; AlphaLISA ST2-Fc/biotin-IL-33 interaction, 1 h; inhibition, % for hits at 17 µM; 78,000 tested, 2.3% active; Q01638; in the data active = inhibition above about 30%; inconclusive = mostly about 10% to 28%
Target sequence (Q01638 whole entry, looked up): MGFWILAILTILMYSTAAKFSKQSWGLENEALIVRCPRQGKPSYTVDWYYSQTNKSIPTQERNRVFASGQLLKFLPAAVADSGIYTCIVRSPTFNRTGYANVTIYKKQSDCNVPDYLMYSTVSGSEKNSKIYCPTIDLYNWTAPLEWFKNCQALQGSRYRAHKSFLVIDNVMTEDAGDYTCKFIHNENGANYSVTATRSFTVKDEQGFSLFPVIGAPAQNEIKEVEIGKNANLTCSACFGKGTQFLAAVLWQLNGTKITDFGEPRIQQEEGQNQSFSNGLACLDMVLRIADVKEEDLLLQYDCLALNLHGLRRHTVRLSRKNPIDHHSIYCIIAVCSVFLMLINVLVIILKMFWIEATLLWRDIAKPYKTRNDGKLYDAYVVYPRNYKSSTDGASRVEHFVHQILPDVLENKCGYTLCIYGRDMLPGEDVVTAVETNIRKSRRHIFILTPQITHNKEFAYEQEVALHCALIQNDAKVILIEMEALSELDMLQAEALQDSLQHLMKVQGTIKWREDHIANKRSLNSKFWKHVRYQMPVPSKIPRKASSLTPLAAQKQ
Numbers without * were called inactive; i = inactive; ? = inconclusive.

structure | ST2 IL33 inh
CC1CCC(C(=O)NC(C(=O)NCCCN2CCCC2=O)C(C)C)CC1 (centres undefined) | i
O=C(CSc1nc2c(sc3ccccc32)c(=O)n1CCO)NCc1ccco1 | ?
CCOC(=O)c1nn(CC2CC2)c2c1CN(C(=O)C(C)Oc1ccc(Cl)cc1C)CC2 (centres undefined) | i
O=C(Nc1cccc(F)c1)c1oc2ccccc2c1NC(=O)C1CC1 | i
CCN1CC(CN(C)Cc2cn(-c3ccccc3)nc2-c2ccc(OC)cc2F)CC1=O (centres undefined) | i
COC(=O)c1c(NC(=O)CSc2nccn2C)sc2c1CCC(C(C)(C)C)C2 (centres undefined) | 35%*
CCOc1ccc(-c2csc(/C(C#N)=C/c3ccc(N(C)C)cc3)n2)cc1 | 65%*
Cc1cccc(NC(=O)Cc2ccccc2)c1 | ?
O=C(NC1CCCCC1)C1CCN(S(=O)(=O)c2ccc(F)cc2)CC1 | i
Cc1ccc(C2C3C(=O)N(c4ccc(F)cc4)C(=O)C3N3CCCN23)cc1 (centres undefined) | i
CN(C)CCSc1nc(O)c(-c2ccccc2)c(=O)n1-c1ccccc1 | i
Cc1cccc(Nc2nnc(-c3ccc(C)c(S(=O)(=O)NCCO)c3)c3ccccc23)c1 | i
O=C(CCS(=O)(=O)c1cccc2nonc12)Nc1cccc(F)c1 | ?
O=C([C@H]1C[C@@H](O)[C@H](O)[C@@H]2N=C(Nc3cccc(C(F)(F)F)c3)S[C@@H]21)N1CCOCC1 | i
Cc1nn(Cc2ccccc2Cl)c(C)c1NC(=O)CCCn1nc(C)c([N+](=O)[O-])c1C | i
C=CCN1CCC(CNC(=O)CC23CC4CC(CC(C4)C2)C3)C1 (centres undefined) | ?
CCC1CCCCN1S(=O)(=O)c1ccc(C)cc1 (centres undefined) | i
CCC(C)Nc1nc(NCCOC23CC4CC(CC(C4)C2)C3)nc(OCC(F)(F)F)n1 (centres undefined) | i
COc1ccc(NC2CCCN(C(=O)c3cnc(-c4cccnc4)nc3)C2)cc1 (centres undefined) | i
Cc1nc2c(c(N3CCCC3)n1)CCN(C(=O)CCc1cc(=O)[nH]o1)C2 | i
O=[N+]([O-])c1ccc(NCCNCCO)c(Cl)c1 | i
CCOC(=O)C1CCN(C(=O)Cc2c(C(=O)O)[nH]c3ccccc23)CC1 | i
CCCCOCC(=O)N1C[C@@H](N)C[C@H]1C(=O)NC(C)C | i
CCN(CC)C(=O)COc1ccc2c(c1)C(=O)CC(C)(C)O2 | i
CCC(=O)NCCCc1nc2ccccc2n1CC(C)C | i
N#Cc1c(-n2cccc2C=O)sc2c1CCCC2 | i
N#Cc1c2c(c(=O)n3c1[nH]c1ccccc13)CCC2 | i
Cn1nc(C(=O)NCc2noc(-c3ccco3)n2)c2c1CCCC2 | i
CCOC(=O)c1c(C)n(CC)c2ccc(OC(=O)c3ccccc3)cc12 | i
COCCn1ccnc1-c1[nH]cnc1-c1ccccc1 | i
O=C(NCCN1CCc2ccccc2C1)C1CCN(S(=O)(=O)N2CCCCC2)CC1 | i
Cc1cccc(-c2cc(N3CCN(S(=O)(=O)c4ccc(C)cc4C)CC3)ncn2)c1 | i
Cc1ccc2c(C)nc(Nc3nc(O)c(C)c(=O)[nH]3)nc2c1 | ?
COC[C@H]1CCCN1C(=O)C[C@@H]1O[C@H](CNC(=O)Nc2ccccc2)[C@@H](O)[C@H]1O | ?
CC(C)c1cc(C(=O)N2CCCN(C)C3(CCN(C)CC3)C2)n[nH]1 | ?
CCOc1ccccc1CCCNc1nc(C)nc2c1CCNC2 | i
O=C1NN(c2cc(Cl)cc(Cl)c2)C(=O)/C1=C\c1cccn1-c1ccc([N+](=O)[O-])cc1 | i
O=C(/C=C/c1ccc([N+](=O)[O-])cc1)Nc1ncc([N+](=O)[O-])s1 | ?
CCC(C)NC(=O)c1cc2n(n1)C(C(F)(F)F)CC(c1ccc(Cl)c(Cl)c1)N2 (centres undefined) | i
Cn1c(=O)[nH]c(=O)c2c1nc(CN1CCN(Cc3ccccc3)CC1)n2CCc1ccccc1 | i
CCSc1nnc2c(n1)OC(c1ccc3c(c1)OCO3)N(C(=O)CC)c1ccccc1-2 (centres undefined) | ?
COc1ccc(Nc2c(-c3ccco3)nc3cccc(C)n23)cc1 | ?
CC1=C(C(=O)OCc2ccccc2)C(c2ccco2)n2c(nc3ccccc32)N1 (centres undefined) | i
CCCS(=O)(=O)N1CCC(C(=O)NC2CCCCC2)CC1 | i
Nc1c(-c2ccc(Cl)cc2)nnn1-c1ccccc1 | i
Cc1[nH]c2ccc(CNC(=O)c3ccc4c(c3)N(C)C(=O)CO4)cc2c1C | i
CCOC(=O)CSc1nc2c(sc3ccccc32)c(=O)n1CCCOC(C)C | i
COc1ccc(/C=C/C#N)cc1OC | i
Cc1ccc(OCCOCCN2CCOCC2)c(Br)c1 | ?
CCn1cc(C(=O)NCC2COc3ccccc3O2)c2cc(OC)c(OC)cc2c1=O (centres undefined) | i
COc1ccc(-c2cc(C(F)(F)F)nc(NCc3ccccc3)n2)cc1 | ?
CCC(C)N(Cc1ccc(C)cc1)Cc1nccs1 (centres undefined) | ?
Cc1nnc(-c2cccc(-c3ccc4c(c3)OCCO4)c2)o1 | ?
COC(=O)c1ccc(NC(=O)c2ccc(=O)n(Cc3ccc(Cl)cc3)c2)cc1 | i
Cc1oc(C(C)(C)C)cc1C(=O)Nc1ccc2c(c1)OCCO2 | ?
Cc1cc(C)c2c(=O)[nH]c(SCC(=O)NCCc3ccccc3)nc2n1 | i
CCOc1ccc(-c2nc3s/c(=C\c4cc(OC)c(OC)c(OC)c4)c(=O)n3n2)cc1 | ?
COc1cccc(NC(=O)O[C@@H]2CO[C@H]3[C@@H]2OC[C@@H]3Nc2nccc(-c3ccc(-c4ccccc4)cc3)n2)c1 | i
COc1ccccc1OCCOc1ccc(Br)cc1 | i
O=C(O)COc1ccc(Br)cc1/C=C1\NC(=O)N(Cc2ccc(Cl)cc2)C1=O | ?

Three compounds from above, arranged by heavy-atom count, lowest first:
structure | ST2 IL33 inh
Cc1nnc(-c2cccc(-c3ccc4c(c3)OCCO4)c2)o1 | ?
COc1ccc(Nc2c(-c3ccco3)nc3cccc(C)n23)cc1 | ?
O=C(Nc1cccc(F)c1)c1oc2ccccc2c1NC(=O)C1CC1 | i

Random excerpt: 2 compounds from above
structure | ST2 IL33 inh
CCSc1nnc2c(n1)OC(c1ccc3c(c1)OCO3)N(C(=O)CC)c1ccccc1-2 (centres undefined) | ?
Nc1c(-c2ccc(Cl)cc2)nnn1-c1ccccc1 | i

Continuation.
structure | ST2 IL33 inh
CCN(C1CCCCC1)S(=O)(=O)c1ccc(Cl)c(OC)c1 | i
COC(=O)c1sc2nc(N)c(C#N)c(-c3ccco3)c2c1N | i
COc1cc([N+](=O)[O-])ccc1NC(=O)c1cc(Br)ccc1Cl | i
CCc1ccccc1NC(=O)c1ccc(I)cc1 | i
O=C(c1cnc2n(c1=O)CCS2)N(Cc1ccccc1)Cc1ccccc1 | i
CCCCC(=O)NC1CC(=O)N(c2cccc(OC)c2)C1 (centres undefined) | i
CCOC(=O)N1CCN(Cc2cccc(F)c2)CC1 | i
CC1CCN(c2ccc(F)cc2[N+](=O)[O-])CC1 | ?
O=C(Cn1c(=O)n(Cc2ccccc2)c(=O)c2ccccc21)NCc1ccco1 | i
Cc1cc(C)c(S(=O)(=O)N2CCN(c3nc(C)cc(N4CCCC4)n3)CC2)c(C)c1 | i
CCOc1ccc2c(c1)sc(=NC(=O)c1ccc(S(=O)(=O)N3CCCCC3)cc1)n2C | i
Brc1ccc(C2CC(c3ccccc3)n3nnnc3N2)cc1 (centres undefined) | i
CCC(=O)N1CCc2cc(Br)cc(S(=O)(=O)N(C)c3ccc(OC)cc3)c21 | i
O=C(Nc1c(C(=O)Nc2cccc(F)c2)oc2ccccc12)c1ccc2c(c1)OCO2 | i
CC(C)(C)NC(=O)C1(S(=O)(=O)c2ccc(Cl)cc2)CC1 | i
CCCCS(=O)(=O)NC1=NCN(CC)CN1 | i
COc1ccccc1-c1nc(C(N)=O)c2c(n1)n(-c1ccc(C)c(C)c1)c(=O)n2C | i
CCc1ccc(N(CC)S(=O)(=O)c2cccc3nonc23)cc1 | i
Cc1cc(NS(=O)(=O)c2ccc3c(c2)CCC(=O)N3)ccc1Br | i
c1ccc(CNc2cc(-c3ccc(-n4cnnc4)nc3)c3cc[nH]c3n2)nc1 | ?
CCC1CCCCN1C(=O)c1ccc(OC)cc1 (centres undefined) | i
O=C1OCC(=O)N(Cc2ccccc2)C1c1ccc(F)cc1 (centres undefined) | i
O=C(COc1ccc(Br)cc1Cl)N1CCc2ccccc21 | i
COc1ccc(CC(=O)N2CCN=C2SCc2ccc(Cl)cc2)cc1OC | i
COc1ccc(-c2ccc(C(=O)NCc3nnc4n3CCCC4)o2)cc1 | ?
N#CC1(C#N)C2CCCCCCCCCCC23OC(=N)C1(C#N)C(c1ccncc1)O3 (centres undefined) | i
COc1ccc(N2C(=O)C3C(c4ccc(C)cc4)OC4(C(=O)c5ccccc5C4=O)C3C2=O)cc1 (centres undefined) | i
CCC1CCCCN1C(=O)C1c2cc(OC)c(OC)cc2C(=O)N(C)C1c1ccc(OC)cc1 (centres undefined) | i
COc1ccc(C(=O)N[C@@H]2CN(C(=O)NC(C)C)CCC[C@H]2O)cc1 | ?
COc1ccc(Nc2nc(CC(C)=O)ns2)cc1 | i
O=C(CCCn1c(=O)[nH]c2ccsc2c1=O)N1CCCCC1 | i
CC12CC(c3ccccc3O1)N(C(=O)c1cccs1)C(=O)N2c1ccc(F)cc1 (centres undefined) | i
O=C(NC1CC1)C1CCCN(C2CCN(Cc3ncccn3)CC2)C1 (centres undefined) | i
O=C(Nc1ccnn1C1CCN(Cc2ccc3c(c2)CCO3)CC1)C1CC1 | i
CC(=O)c1c(C)oc2ccc(NS(=O)(=O)c3ccc(C)cc3)cc12 | i
Cc1cc(=O)oc(C)c1C(=O)NCCCN1CCN(c2ccc(F)cc2)CC1 | i
CC1=C(C(=O)OC2CCCCC2)C(c2cccc(F)c2)n2nnnc2N1 (centres undefined) | i
Cc1ccccc1NCCNc1ccccc1C | 34%*
Nc1cc(Cl)c(NC2=NCCN2)c(Cl)c1 | i
CCOC(=O)c1nn(CCc2ccc(OC)cc2)c2c1CN(Cc1cccc3nccnc13)CC2 | ?
COc1ccc(C2C(C(=O)Nc3ccc(F)cc3)c3cc(OC)c(OC)cc3C(=O)N2C)cc1 (centres undefined) | i
Cc1nc(SCC(=O)NCCc2ccccc2)c2c3c(sc2n1)CCC3 | i
O=C(c1ccc(N2CC(O)C2)nc1)N1CCC(CCc2ccccc2)CC1 | i
CC(C)Cn1cc(C(=O)NCCCN2CCN(C)CC2)c2c3ccccc3n(C)c2c1=O | i
CCNC(=O)[C@@H]1C[C@@H](N)CN1C(=O)c1ccc(Cn2nc(C)cc2C)cc1 | ?
CCCc1nc(N[C@H]2COC[C@@H]2N2CCCCC2)c2cnn(C)c2n1 | ?
COC(=O)c1cc(NC2c3ccccc3C(=O)N2Cc2ccccc2)cc(C(=O)OC)c1 (centres undefined) | ?
CCOc1ccc(/C=C2\N=C(c3ccc(Cl)cc3Cl)OC2=O)cc1 | ?
Cc1ccc(C(=O)Nc2ccc(N3CCOCC3)c(Cl)c2)c(Cl)c1 | i
CCN1CCN(c2cc(C)c3cc(NC(=O)CCC(=O)N4CCCC(C)C4)ccc3n2)CC1 (centres undefined) | i
CC(C)c1nc2ccccc2n1CC(O)COc1cccc2ccccc12 (centres undefined) | i
CCOc1cccc2cc(C(=O)NC(C)=O)c(=Nc3ccc(Cl)cc3Cl)oc12 | ?
O=C(O)c1cc2c3c(c1)C1C=CCC1C(c1ccccc1F)N3CC1CC=CC21 (centres undefined) | i
COc1cc(NC(=O)C(C)(C)Oc2ccc(Cl)cc2)c(OC)cc1Cl | i
COc1ccc(-n2nc3c(c2NC(=O)c2cc(Cl)ccc2Cl)CSC3)cc1 | ?
CN(CC1CCCN1C)c1ccnc(C(=O)NCc2cccnc2)c1 (centres undefined) | i
O=C(O)C1CC(=O)N(CCc2ccccc2)C(=Nc2ccc(F)cc2)S1 (centres undefined) | i
CC(C)(C)OC(=O)CSc1ncnc2sc3c(c12)CCCC3 | i
O=C(NCc1ccc(Cl)cc1)c1ccc2nc3c(cc2c1)CCS3 | i
COc1ccccc1-n1cc(CNC2CCSC2)cn1 (centres undefined) | i

Next part; it opens with the 2 that closed the last part.
structure | ST2 IL33 inh
O=C(NCc1ccc(Cl)cc1)c1ccc2nc3c(cc2c1)CCS3 | i
COc1ccccc1-n1cc(CNC2CCSC2)cn1 (centres undefined) | i
O=C(/C=C/c1ccccc1)NCc1ccc2c(c1)OCO2 | ?
COc1ccc(N2CCN(Cc3nc4c(c(=O)[nH]c(=O)n4C)n3CC(C)=O)CC2)cc1 | i
O=C(NCc1cccnc1)c1cc(S(=O)(=O)N2CCOCC2)c(Cl)cc1Cl | i
C=CCN(CN1C(=O)C2CC=C(Cl)CC2C1=O)CN1C(=O)C2CC=C(Cl)CC2C1=O (centres undefined) | i
CCCCN(C)Cc1c(C)[nH]c2c(C)cccc2c1=O | i
COc1ccc(/C(N)=N\OC(=O)c2ccc(C)c(C)c2)cc1 | i
COc1cccc(Cn2nc(C(=O)NC3CC3)c3c2CCN(C(=O)c2ccc(-n4cccn4)cc2)C3)c1 | i
COc1ccc(OC)c(CN2CCC(N3CCCCC3)CC2)c1 | i
CC(C)Cc1nc2cc(NS(=O)(=O)N(C)C)cc(C(=O)N3CCOc4ccccc4C3)c2n1C | i
COc1cc(O)cc2c1C(=O)CC(c1ccccc1)O2 (centres undefined) | i
CCOC(=O)c1ccc(Nc2nc(CC(C)=O)ns2)cc1 | i
Cc1cccc2sc(NC(=O)CNS(=O)(=O)c3ccc(Br)s3)nc12 | i
COc1ccc(N(CCC#N)S(=O)(=O)c2cccc3nsnc23)cc1 | i

The list is partial; count on the stated rates, not on these rows.
